Assay outcomes: PubChem BioAssay, several laboratories
TRPC4 inh – TRPC4 (mouse) channel inhibition; HEK293 TRPC4beta/mu-opioid, DAMGO-evoked Fluo4 calcium flux; hits give low values; B-score at 10 µM; 300,000 compounds, 0.39% hits; AID 2247;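 active means B-score over 3 SD under the library average, no early fluorescence shift, positive overall ratio signal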
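Assay system: TRPC4beta/mu-opioid receptor HEK293 cell line; compound dosing: single concentration per test compound; detection: Fluo4 Ca2+ flux fluorescence; evaluation: per-well B score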
KCNK9 inh – inhibitors of human KCNK9 two-pore domain potassium channel; Q9NPC2; HEK293 KCNK9, FluxOR thallium flux fluorescence; hits give low values; B-score at 10 µM; 310,000 compounds, 1.2% hits;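 active means ratio B-score over 3 SD below the library mean, with starting fluorescence within 5 SD of its mean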;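 further: negative B-score means less thallium flux so channel inhibition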
Target sequence (Q9NPC2 whole entry, looked up, the tested form may be a part): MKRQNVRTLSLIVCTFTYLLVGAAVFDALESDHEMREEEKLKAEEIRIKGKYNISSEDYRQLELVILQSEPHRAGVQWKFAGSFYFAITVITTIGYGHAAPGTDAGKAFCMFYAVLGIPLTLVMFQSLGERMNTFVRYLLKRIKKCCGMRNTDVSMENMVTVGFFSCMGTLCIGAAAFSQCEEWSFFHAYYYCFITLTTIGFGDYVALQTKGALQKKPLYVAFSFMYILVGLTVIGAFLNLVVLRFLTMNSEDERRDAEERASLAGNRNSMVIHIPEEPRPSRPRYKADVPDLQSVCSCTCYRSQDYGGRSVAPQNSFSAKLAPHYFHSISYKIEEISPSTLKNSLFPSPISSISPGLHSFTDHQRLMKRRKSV
KCNK3 inh – human KCNK3 channel inhibition, primary screen; O14649; CHO-KCNK3 thallium flux, FluxOR fluorescence; hits give low values; 340,000 compounds, 0.84% hits; B-score at 10 µM;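 active means B-score under library mean minus 4 SD, starting fluorescence ratio at most library mean plus 5 SD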;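 further: more negative B-score means stronger inhibition of thallium flux through KCNK3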
Target sequence (O14649 whole entry, looked up): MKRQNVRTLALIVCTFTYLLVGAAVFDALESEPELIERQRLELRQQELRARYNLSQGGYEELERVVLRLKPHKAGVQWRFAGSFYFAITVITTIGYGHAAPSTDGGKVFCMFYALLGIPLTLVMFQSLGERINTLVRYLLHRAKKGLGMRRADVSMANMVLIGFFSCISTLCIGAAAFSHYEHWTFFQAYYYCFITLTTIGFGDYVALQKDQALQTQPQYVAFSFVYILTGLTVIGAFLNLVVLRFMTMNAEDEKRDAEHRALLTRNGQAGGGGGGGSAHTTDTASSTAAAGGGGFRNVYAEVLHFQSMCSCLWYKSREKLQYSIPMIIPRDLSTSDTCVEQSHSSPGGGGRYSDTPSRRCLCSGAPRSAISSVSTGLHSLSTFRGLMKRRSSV
PolyA inh – inhibitors of polyadenylation in S. cerevisiae | S. cerevisiae SKY197-pL101 polyadenylation reporter, beta-gal luminescence; efflux-impaired pdr1/pdr3 knockout yeast; score 100 = 6 SD above DMSO | calls only at 12 µM | 300,000 compounds, 0.02% hits | AID 1875;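 active means lowest replicate activity score at least 50, where 100 means six control SD above control mean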;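 further: yeast exposed to compound for 9 h at 30 °C; higher score means more reporter readthrough which indicates perturbed polyadenylation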
KCNQ1 act – human KCNQ1 channel potentiation or activation; 310,000 compounds, 0.35% hits; P51787; CHO-K1 KCNQ1, thallium flux FluxOR fluorescence; hits give high values; B-score at 10 µM; AID 2648;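 active means fluorescence ratio B-score, a plate-corrected score, at least three library SD, with initial intensity B-score within 5 SD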
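assay system = KCNQ1-transfected CHO-K1 cells | medium = assay buffer with matched DMSO | probe or stimulus = depolarizing K+/Tl+ stimulus, K2SO4 and Tl2SO4 each 12.5 mM in 5x stock | dosing = single dose | incubation = dye 90 min, compound 20 min, room temperature | detection = kinetic FluxOR fluorescence, 10 s baseline plus 110 s post-stimulus | evaluation = ratio B score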
hERG rescue – hERG (human) protection from proarrhythmic block. Q12809. CHO-hERG, FluxOR thallium flux, dofetilide IC70 present. activation (rescue from dofetilide block), less the hit threshold, % at 10 µM. 310,000 compounds, 0.51% hits;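 active means activation above the mean of controls blocked by dofetilide plus 5 SD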;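 further: thallium influx through hERG after potassium depolarization seen as dye fluorescence rise; in these data hits start at about 4.7%; inactives centre near -7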
TRPC4 PAM – allosterically enhances the mouse TRPC4 cation channel | Q9QUQ5 | HEK293 TRPC4beta/mu-opioid, DAMGO EC20, Fluo-4 Ca2+ flux; hits give high values | B-score at 10 µM | 310,000 compounds, 0.42% hits;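 active means B-score of calcium response area above 5 SD of library B-scores, with initial fluorescence ratio within 5 SD of library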;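 further: B-score of integrated fluorescence ratio over time as area under calcium response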
Platelet DG rel – modulates dense granule release in human platelets; human platelet-rich plasma, SFLLRN dense granule ATP release, luminescence; inhibition, %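 (compounds screened at 7.5 µM in platelet-rich plasma)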; 300,000 compounds, 0.22% hits;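 active means mean replicate score, as percent of positive control, at or above 50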
TRPC4 agonist – activators of mouse TRPC4 channel; HEK293 TRPC4beta/mu-opioid, Fluo4 calcium fluorescence; hits give high values; B-score at 10 µM; Q9QUQ5; 310,000 compounds, 0.49% hits;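 active means B-score above 5 SD of library B-scores, and initial fluorescence ratio not above library mean plus 5 SD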;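 further: positive B-score marks a calcium rise read as TRPC4 activation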
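system = HEK293 cells stably co-expressing mouse TRPC4beta and mu-opioid receptor | schedule = Fluo4 dye loading 45 min at room temperature, 110 s recording | measure = B-scored integrated calcium fluorescence ratio | signal = Fluo4 calcium-sensitive dye fluorescence, kinetic, 1 Hz baseline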
KCNQ1 inh – inhibitors of human KCNQ1 potassium channel. P51787. CHO-K1 KCNQ1, FluxOR thallium flux fluorescence; hits give high values. B-score at 10 µM. 310,000 compounds, 1.3% hits. AID 2642;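 active means compounds whose thallium flux B-score, printed positive for inhibition, exceeds three library SD while starting fluorescence stays within three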;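 further: channel opened by potassium depolarization with thallium stimulus after 20 min compound exposure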
Dyrk1A ADPGlo – inhibitors of rat Dyrk1A kinase; Q63470; ADP-Glo luminescence, NFATc1 peptide; inhibition, % at 12.5 µM; 310,000 compounds, 0.43% hits; in the data active means inhibition above about 50%;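 further: plate controls were vehicle with enzyme for no effect and no enzyme for full effect; many of its hits are not listed in these tables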
* = called active by the depositor; i = inactive; nt = not tested or not shown. These rows are one share of the data (hit frequency here may not be typical).

Results follow in this order: TRPC4 inh, KCNK9 inh, KCNK3 inh, PolyA inh, KCNQ1 act, hERG rescue, TRPC4 PAM, Platelet DG rel, TRPC4 agonist, KCNQ1 inh, Dyrk1A ADPGlo
1) Cc1ccccc1NS(=O)(=O)c1ccc(C(=O)N2CCN(S(=O)(=O)c3ccccc3)CC2)cc1
→ i, i, i, i, i, -6, i, -8, i, i, -6
2) Cc1c(C(=O)NCCCN2CCOCC2)oc2c1C1(CCC2)SCCS1
→ i, i, i, i, i, -4, i, 7, i, i, 0
3) O=C(CSc1nc2[nH]ncc2c(=O)[nH]1)Nc1ccccc1C(F)(F)F
→ i, i, i, i, i, -12, i, -3, i, i, 1
4) CC(C)[C@H](NC(=O)[C@H](Cc1ccccc1)n1c(=O)[nH]c2ccccc2c1=O)C(=O)N1CCC[C@@H]1C(=O)O
→ i, i, i, i, i, -4, i, -2, i, i, 6
5) CC(=O)Nc1ccc(S(=O)(=O)Nc2ccc3c(c2)C(=O)OC3)cc1
→ i, i, nt, i, i, -4, i, 1, i, i, nt
6) CCN1CCN(c2ccc(S(=O)(=O)N3CCCCC3)cc2NC(=O)c2cccc(C)c2)CC1
→ i, i, i, i, i, -5, i, -3, i, i, -1
7) CCOC(=O)N1CCN(C(=O)C(=O)NN)CC1
→ i, i, i, i, i, -6, i, -2, i, i, 22
8) N/C(=N\c1nc(C(F)(F)F)cc(=O)[nH]1)Nc1ccc(Cl)cc1
→ i, i, nt, i, i, -2, i, 3, i, i, nt
9) COc1ccc(-c2nc(CS(=O)CC(=O)NCCCN3CCCC(C)C3)c(C)o2)cc1OC (stereo unspecified)
→ i, i, i, i, i, -3, i, 12, i, i, -5
10) COc1cc2nc(SCC(=O)NCCc3ccccc3)n(Cc3ccco3)c(=O)c2cc1OC
→ i, i, i, i, i, -8, i, -1, i, i, -1
11) O=C(Cc1ccccc1F)NC1CCCN(Cc2ccc(Cl)cc2)C1 (stereo unspecified)
→ i, i, i, i, i, 1, i, -1, 44*, i, 2
12) CN1C(=O)c2ccc(C(=O)NCc3ccc4c(c3)OCO4)cc2C1=O
→ i, i, i, i, i, -5, i, 5, i, i, 5
13) CN(c1ccc(C(=O)N2CCN(c3ccccc3F)CC2)cc1)S(=O)(=O)c1ccccc1
→ i, i, i, i, i, -6, i, -2, i, i, -4
14) COc1ccc2[nH]cc(CCNC(=O)c3ccccc3Cl)c2c1
→ i, i, i, i, i, -8, i, 6, i, i, 5
15) COc1ccc(-c2[nH]ncc2-c2cscn2)c(O)c1
→ i, i, i, i, i, -2, i, -4, i, i, 2
16) Fc1ccccc1N1CCN(C2CCCN(Cc3ccccc3C(F)(F)F)C2)CC1 (stereo unspecified)
→ i, i, i, i, i, -13, i, 6, i, i, nt
17) COc1ccc(C(=O)c2c[nH]c(C(=O)NCc3ccco3)c2)cc1
→ i, i, i, i, i, -16, i, -34, i, i, -8
18) Cc1csc(NC(=O)c2ccc(Cl)nc2)n1
→ i, i, i, i, i, -3, i, -3, i, i, -2
19) CCOc1ccc2oc(-c3ccccc3)c(C(=O)N3CCN(C)CC3)c2c1
→ i, i, i, i, i, -28, i, -3, i, i, 8
20) C=CCC1c2cccc(C(=O)O)c2C(=O)N1c1ccc(F)cc1 (stereo unspecified)
→ i, i, i, i, i, 1, i, 10, i, i, 0
21) COc1ccc(NC(=O)CCc2nnc3ccc(N4CCN(c5cccc(OC)c5)CC4)nn23)cc1
→ i, i, i, i, i, -25, i, -9, i, i, -4
22) CCn1c(=O)cc(OCC(=O)NCCCN2CCC(C)CC2)c2ccccc21
→ i, i, i, i, i, -7, i, -2, i, i, 9
23) Cc1ccc(NC(=O)C2CCCO2)c(Br)c1 (stereo unspecified)
→ i, i, i, i, i, -3, i, -1, i, i, 0
24) Cc1ccccc1C(=O)NCC(=O)OCCOc1ccc(C(C)C)c(C)c1
→ i, i, i, i, i, -21, i, -6, i, i, 12
25) CCSc1ccccc1C(=O)Nc1nncs1
→ i, i, i, i, i, -9, i, -6, i, i, 0
26) CCOc1ccc(C2C(C#N)=C(C)NC3=C2C(=O)c2ccccc23)cc1 (stereo unspecified)
→ i, i, i, i, i, -12, i, 0, i, i, 6
27) Cc1ccccc1OCC(O)Cn1c(NCc2ccco2)nc2c1c(=O)n(C)c(=O)n2C (stereo unspecified)
→ i, i, i, i, i, -10, i, -36, i, i, -5
28) O=[N+]([O-])c1cc([N+](=O)[O-])c(Oc2ccc(F)cc2F)cc1NN1CCCCC1
→ i, i, i, i, i, -13, i, -2, i, i, -15
29) Cc1onc(-c2ccccc2)c1C(=O)NCCc1ccc(S(N)(=O)=O)cc1
→ i, i, i, i, i, -5, i, -5, i, i, -2
30) CCCCN(CC)CCNc1c(NC2CCN(C(=O)OCC)CC2)c(=O)c1=O
→ i, i, i, i, i, -10, i, 6, i, i, -2
31) Cc1cccc(OCCC(=O)Nc2ccccc2C(N)=O)c1
→ i, i, i, i, i, -5, i, -4, i, i, 2
32) CCCCCCCCCCCC(=O)N1CC(=O)NC(=O)C1
→ i, i, i, i, i, -4, i, 22, i, i, -3
33) Cc1ccc(NC(=S)N(Cc2ccccc2)Cc2cccs2)c(C)c1
→ i, i, i, i, i, 0, i, 8, i, i, -3
34) COc1ccc(NC(=O)c2c(Nc3ccccc3)sc(C(=O)c3ccc(F)cc3)c2N)cc1
→ i, i, i, i, i, -6, i, 4, i, i, 2
35) C=CCn1c(-c2cccn(Cc3ccc(Cl)cc3Cl)c2=O)n[nH]c1=S
→ i, i, i, i, i, -13, i, 12, i, i, 4
36) C=CCNC(=O)CSc1nc2cc(C(=O)OCC)ccc2n1CC
→ i, i, i, i, i, -11, i, -12, i, i, -1
37) CCOC(=O)N1CCN=C1SCc1ccc(Cl)c(Cl)c1
→ i, i, i, i, i, -9, i, 2, i, i, nt
38) CCC(Oc1ccccc1)C(=O)Nc1ccc(S(=O)(=O)NCC2CCCO2)cc1 (stereo unspecified)
→ i, i, i, i, i, -8, i, -6, i, i, -1
39) CN(C)/C=N/C(=S)Nc1cc(Cl)cc(Cl)c1
→ i, i, i, i, i, -12, i, -11, i, i, -12
40) CCN(CC)CC(=O)Nc1ccc(-c2ccc(NC(=O)CN(CC)CC)c(OC)c2)cc1OC
→ i, i, i, i, i, -3, i, -4, i, i, 1
41) O=C1c2cnccc2CN1Cc1ccccc1
→ i, i, i, nt, i, -13, i, 6, i, i, 1
42) O=C(O)c1ccccc1CSc1ccccn1
→ i, i, i, i, i, -8, i, -8, i, i, -1
43) O=C(OCC(=O)N1CCCC1=O)c1cc(Cl)ccc1O
→ i, i, i, i, i, -12, i, -10, i, i, -2
44) N#CCSc1nc(-c2ccccc2)c2cc(Cl)ccc2n1
→ i, i, i, i, i, -1, i, 26, i, i, -3
45) Cc1cc2[nH]c(=O)cc(-c3ccccc3)n2n1
→ i, i, i, i, i, -5, i, 3, i, i, 11
46) Cc1ccc(NC(=O)CSc2nnc(Cn3cnc4ccccc43)o2)c(C)c1
→ i, i, i, i, i, -8, i, 2, i, i, -3
47) NC(=O)C1(N2CCCCC2)CCN(C(=O)c2ccc(C#Cc3ccccc3)o2)CC1
→ i, i, i, i, i, -9, i, 3, i, i, 1
48) COc1ccc(CNS(=O)(=O)c2ccc3c(c2)N(C)CCO3)cc1
→ i, i, i, i, i, -12, i, -11, i, i, -3
49) COc1cccc(OCC(O)CN2CCOCC2)c1 (stereo unspecified)
→ i, i, i, nt, i, -1, i, 2, i, i, 6

Reformatted as labelled records: 4 of the compounds above.
(37) CCOC(=O)N1CCN=C1SCc1ccc(Cl)c(Cl)c1
  TRPC4 inh = i; KCNK9 inh = i; KCNK3 inh = i; PolyA inh = i; KCNQ1 act = i; hERG rescue = -9; TRPC4 PAM = i; Platelet DG rel = 2; TRPC4 agonist = i; KCNQ1 inh = i; Dyrk1A ADPGlo = nt

(42) O=C(O)c1ccccc1CSc1ccccn1
  TRPC4 inh = i; KCNK9 inh = i; KCNK3 inh = i; PolyA inh = i; KCNQ1 act = i; hERG rescue = -8; TRPC4 PAM = i; Platelet DG rel = -8; TRPC4 agonist = i; KCNQ1 inh = i; Dyrk1A ADPGlo = -1

(45) Cc1cc2[nH]c(=O)cc(-c3ccccc3)n2n1
  TRPC4 inh = i; KCNK9 inh = i; KCNK3 inh = i; PolyA inh = i; KCNQ1 act = i; hERG rescue = -5; TRPC4 PAM = i; Platelet DG rel = 3; TRPC4 agonist = i; KCNQ1 inh = i; Dyrk1A ADPGlo = 11

(34) COc1ccc(NC(=O)c2c(Nc3ccccc3)sc(C(=O)c3ccc(F)cc3)c2N)cc1
  TRPC4 inh = i; KCNK9 inh = i; KCNK3 inh = i; PolyA inh = i; KCNQ1 act = i; hERG rescue = -6; TRPC4 PAM = i; Platelet DG rel = 4; TRPC4 agonist = i; KCNQ1 inh = i; Dyrk1A ADPGlo = 2
